High-throughput results: PubChem, Broad Institute
PRC2 inh = EZH2 (human) methyltransferase inhibition; PRC2 H3K27 methylation, DELFIA TRF, 1 h; inhibition, % at 12.5 µM; 57,000 tested, 0.35% active;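 active = mean inhibition of replicates at least 50% and every single replicate also reaching 50%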;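 note: dimethyl H3K27 on biotinylated H3 21-44 peptide detected by antibody; plate controls were median neutral control wells for no effect and median positive control wells for full effect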
IDH1 R132H inh = blocks human IDH1 R132H reductase activity. O75874. diaphorase/resazurin fluorescence, 60 min. inhibition, % at 10 µM. 70,000 tested, 0.18% active; in the data active = inhibition above about 34%;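 note: 0% = DMSO and 100% = no enzyme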
Target sequence (O75874 whole entry R132H): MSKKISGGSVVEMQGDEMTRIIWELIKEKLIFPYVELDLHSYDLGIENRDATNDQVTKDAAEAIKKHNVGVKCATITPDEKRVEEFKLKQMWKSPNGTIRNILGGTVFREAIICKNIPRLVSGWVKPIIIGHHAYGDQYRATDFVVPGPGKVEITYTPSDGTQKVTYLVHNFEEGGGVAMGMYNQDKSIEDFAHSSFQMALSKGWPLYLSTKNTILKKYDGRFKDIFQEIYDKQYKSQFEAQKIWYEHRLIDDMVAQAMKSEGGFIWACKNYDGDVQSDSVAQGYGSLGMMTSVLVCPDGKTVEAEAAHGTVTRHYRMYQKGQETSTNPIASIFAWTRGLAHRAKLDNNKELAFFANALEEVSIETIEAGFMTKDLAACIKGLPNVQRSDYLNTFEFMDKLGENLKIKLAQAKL
Active calls of the source: *; nt = not tested or not shown. The list is partial; count on the stated rates, not on these rows.

smiles,PRC2 inh,IDH1 R132H inh
O=C(C[C@@H]1C=C[C@H](NC(=O)c2ccc3c(c2)OCO3)[C@@H](CO)O1)NCc1ccc(Oc2ccccc2)cc1,1,0.3
CCCNC(=O)N[C@@H]1CC[C@@H](CC(=O)NCCc2ccccc2)O[C@@H]1CO,8,-0.3
O=C(C[C@@H]1C[C@@H]2c3cc(NC(=O)Cc4ccncc4)ccc3O[C@@H]2[C@H](CO)O1)NCc1ccncc1,5,-0.4
COc1ccc(S(=O)(=O)Nc2ccc3c(c2)CC(=O)N([C@@H](C)CO)C[C@@H](C)[C@@H](CN(C)C(=O)Nc2ccc4c(c2)OCO4)O3)cc1,nt,-2.2
NS(=O)(=O)c1ccc(CNC(=O)c2cc(-c3cccnc3)nc3ccc(Br)cc23)cc1,-2,0.2
CCOC(=O)c1c(NC(=O)CSc2ncn[nH]2)sc2c1CCCCC2,6,0.0
CCC(=O)Nc1ccc2c(c1)C(=O)N(C)C[C@@H](OC)[C@@H](C)CN(CCC(F)(F)F)[C@@H](C)CO2,19,0.0
CN(C)Cc1cn(CC[C@H]2CC[C@@H](NC(=O)Nc3ccccc3F)[C@@H](CO)O2)nn1,25,0.0
CC(C)(O)CC[C@@H](O)[C@](C)(O)C1CC[C@@]2(O)C3=CC(=O)C4C[C@@H](O)[C@@H](O)C[C@]4(C)C3CC[C@]12C (some centres undefined),nt,-0.2
CCCN1C[C@H](C)[C@H](OC)CN(C)C(=O)c2cc(NC(=O)c3ccccc3F)ccc2OC[C@H]1C,3,0.5
CC(C)NC(=O)N(C)C[C@H]1OCCCC[C@H](C)Oc2ccc(NC(=O)Nc3ccccc3)cc2C(=O)N([C@@H](C)CO)C[C@H]1C,-14,-1.3
Cc1noc(C)c1NC(=O)N(C)C[C@@H]1OCc2ccccc2-c2ccccc2C(=O)N([C@H](C)CO)C[C@@H]1C,7,-5.0
COCC#Cc1cnc2c(c1)C(=O)N([C@H](C)CO)C[C@H](C)[C@H](CN(C)S(C)(=O)=O)O2,2,0.1
CN(C)C(=O)C[C@@H]1C=C[C@@H](NC(=O)C2CC2)[C@@H](CO)O1,2,0.0
O=C(COc1ccc(Cl)cc1)Nc1ccc2oc(-c3cccc(F)c3)nc2c1,7,-0.1

One compound at a time, from the list above. Order of screens: PRC2 inh	IDH1 R132H inh
CCOC(=O)c1c(NC(=O)CSc2ncn[nH]2)sc2c1CCCCC2 reads 6	0.0
NS(=O)(=O)c1ccc(CNC(=O)c2cc(-c3cccnc3)nc3ccc(Br)cc23)cc1 reads -2	0.2

(cont.)
smiles,PRC2 inh,IDH1 R132H inh
CS(=O)(=O)Nc1ccc2c(c1)[C@@H]1C[C@@H](CC(=O)NCC(F)(F)F)O[C@@H](CO)[C@@H]1O2,8,0.6
Cn1cnc(S(=O)(=O)N[C@H]2CC[C@H](CC(=O)Nc3ccc(-c4ccccc4)cc3)O[C@H]2CO)c1,-4,-0.1
COc1cc(C2C(C(=O)c3cccs3)C(=O)C(=O)N2Cc2ccco2)cc(OC)c1OC (centres undefined),nt,1.0
CCC(=O)N[C@H]1CC[C@H](CC(=O)NCc2cc(F)cc(F)c2)O[C@@H]1CO,11,0.1
O=C(N[C@@H]1CC[C@@H](CCn2cc(C3(O)CCCC3)nn2)O[C@H]1CO)C1CCC1,2,0.0
C[C@@H]1CN([C@H](C)CO)S(=O)(=O)c2ccc(-c3ccncc3)cc2O[C@@H]1CN(C)CC1CC1,-1,9.2
C[C@@H]1CN([C@H](C)CO)C(=O)c2cc(C#CC3CCCCC3)cnc2O[C@@H]1CN(C)C(=O)c1ccncc1,4,-2.0
C[C@@H]1CN([C@H](C)CO)C(=O)Cc2cc(NC(=O)Cc3cn(C)c4ccccc34)ccc2O[C@@H]1CN(C)Cc1ccc(Oc2ccccc2)cc1,nt,-0.2
C[C@H](CO)N1C[C@H](C)[C@H](CN(C)C(=O)Cc2ccccc2)Oc2ncc(-c3cncnc3)cc2C1=O,14,0.5
COCC#Cc1cnc2c(c1)C(=O)N([C@H](C)CO)C[C@H](C)[C@H](CN(C)C(=O)CN1CCOCC1)O2,4,-2.7
CO[C@H]1CN(C)C(=O)c2cc(NC(=O)c3cnccn3)ccc2OC[C@@H](C)NC[C@@H]1C,-1,0.1
Cc1ccc(C)c(NC(=O)COc2ccc(C(=O)Nc3ccccc3C)cc2)c1,-12,-0.2
Cc1noc(C)c1NC(=O)N(C)C[C@@H]1Oc2ccc(NC(=O)c3ccncc3)cc2CC(=O)N([C@H](C)CO)C[C@H]1C,nt,2.8
O=C(CC1(O)C(=O)N(Cc2ccccc2)c2ccc(Br)cc21)c1ccc2c(c1)OCCO2 (centres undefined),-4,0.0
Cc1ccc(S(=O)(=O)Nc2ccc3c(c2)C(=O)N([C@@H](C)CO)C[C@H](C)[C@H](CN(C)C(=O)CCC(F)(F)F)OCCCC[C@@H](C)O3)cc1,nt,0.0
COCC#Cc1ccc2c(c1)O[C@H](CN(C)C(=O)NC(C)C)[C@@H](C)CN([C@H](C)CO)S2(=O)=O,-8,0.1
C[C@H](CO)N1C[C@H](C)[C@H](CN(C)S(C)(=O)=O)Oc2ncc(C#CC3CC3)cc2C1=O,-37,nt
C[C@H]1C=C(C(=O)Nc2ccccc2)O[C@@H](OCc2ccc(CO)cc2)C1,1,nt
CO[C@@H]1CN(C)C(=O)c2ccc(NS(=O)(=O)c3ccc(C)cc3)cc2OC[C@H](C)N(C(=O)NC(C)C)C[C@@H]1C,6,0.2
C[C@@H]1CN([C@H](C)CO)C(=O)c2cc(NS(=O)(=O)c3ccc(F)cc3)ccc2O[C@H]1CN(C)Cc1ccc(C(F)(F)F)cc1,6,nt
C[C@@H]1CN([C@@H](C)CO)S(=O)(=O)c2ccc(C#CC3CCCCC3)cc2O[C@H]1CN(C)C,0,-0.3
C[C@@H]1CCCCO[C@H](CN(C)Cc2ccc(C(=O)O)cc2)[C@@H](C)CN([C@@H](C)CO)C(=O)c2cc(NC(=O)Nc3cccc4ccccc34)ccc2O1,nt,-15
Cc1ccc(S(=O)(=O)N(C)C[C@H]2Oc3ccc(NC(=O)NC4CCCCC4)cc3C(=O)N([C@H](C)CO)C[C@@H]2C)cc1,-16,0.4
C[C@H](CO)N1C[C@H](C)[C@@H](CN(C)C(=O)Nc2ccccc2)Oc2cc(-c3cccc(C(=O)N(C)C)c3)ccc2S1(=O)=O,nt,0.1
CN(C)c1ccc2c(c1)[C@H]1C[C@H](CC(=O)NCc3cccc(F)c3)O[C@@H](CO)[C@H]1O2,3,-1.9
O=C(C[C@H]1C=C[C@@H](NS(=O)(=O)c2ccc(F)cc2)[C@@H](CO)O1)NCCN1CCCCC1,3,0.3
C[C@H]1CN([C@@H](C)CO)S(=O)(=O)c2ccc(C#CCC3CCCC3)cc2O[C@@H]1CN(C)Cc1ccc(C(=O)O)cc1,nt,0.1
COc1ccc(NC(=O)N[C@@H]2CC[C@@H](CCNS(=O)(=O)c3cccc(Cl)c3)O[C@@H]2CO)cc1,2,-0.1
Cc1noc(C)c1S(=O)(=O)Nc1ccc2c(c1)C(=O)N([C@@H](C)CO)C[C@H](C)[C@@H](CN(C)CC1CC1)O2,3,nt
C[C@H](CO)N1C[C@H](C)[C@H](CN(C)C)OCCCC[C@H](C)Oc2ccc(NS(=O)(=O)c3ccc(Cl)cc3)cc2C1=O,-4,2.6

Taken from above.
`Cc1ccc(S(=O)(=O)Nc2ccc3c(c2)C(=O)N([C@@H](C)CO)C[C@H](C)[C@H](CN(C)C(=O)CCC(F)(F)F)OCCCC[C@@H](C)O3)cc1` in IDH1 R132H inh shows 0.0
`C[C@H]1C=C(C(=O)Nc2ccccc2)O[C@@H](OCc2ccc(CO)cc2)C1` in PRC2 inh shows 1
`C[C@@H]1CN([C@@H](C)CO)S(=O)(=O)c2ccc(C#CC3CCCCC3)cc2O[C@H]1CN(C)C` in PRC2 inh shows 0
`C[C@@H]1CCCCO[C@H](CN(C)Cc2ccc(C(=O)O)cc2)[C@@H](C)CN([C@@H](C)CO)C(=O)c2cc(NC(=O)Nc3cccc4ccccc34)ccc2O1` in IDH1 R132H inh shows -15
`C[C@@H]1CN([C@H](C)CO)S(=O)(=O)c2ccc(-c3ccncc3)cc2O[C@@H]1CN(C)CC1CC1` in PRC2 inh shows -1

The list continues:
smiles,PRC2 inh,IDH1 R132H inh
CO[C@@H]1CN(C)C(=O)c2cc(NS(C)(=O)=O)ccc2OC[C@H](C)N(C(=O)C2CCCCC2)C[C@H]1C,0,0.3
C[C@H]1CN([C@@H](C)CO)C(=O)c2cccc(NC(=O)Nc3ccc4c(c3)OCO4)c2O[C@H]1CN(C)C,nt,1.2
CN(C)CC(=O)N[C@H]1C=C[C@@H](CC(=O)NCc2ccccc2F)O[C@@H]1CO,4,-0.3
CO[C@H]1CN(C)C(=O)c2ccc(NC(=O)C3CC3)cc2OC[C@@H](C)N(Cc2cncnc2)C[C@@H]1C,1,-0.2
CCN(CC(=O)Nc1cc(C(F)(F)F)ccc1Cl)S(=O)(=O)c1ccc(Cl)cc1,20,-0.1
CSc1nnc(-c2ccccc2NC(=O)c2ccccc2)c(=O)[nH]1,-8,-0.6
Cc1ccccc1-c1cnc2c(c1)C(=O)N([C@H](C)CO)C[C@H](C)[C@H](CN(C)CC1CCOCC1)O2,nt,0.3
COCC(=O)Nc1ccc2c(c1)[C@H]1C[C@H](CC(=O)N3CCN(C)CC3)O[C@@H](CO)[C@H]1O2,-5,-0.2
O=C(C[C@@H]1C[C@H]2c3cc(NC(=O)C4CCC4)ccc3O[C@H]2[C@@H](CO)O1)NCCN1CCCCC1,-3,0.1
Cc1cc(C)nc(SCc2noc(-c3ccc(Cl)cc3)n2)n1,18,-1.0
Cc1cc(OCC(=O)Nc2ccccc2C(=O)NC2CCCCC2)ccc1Br,-13,-0.2
COC(=O)c1cccc(NC(=O)CSc2nc(C)cc(C(F)(F)F)n2)c1,9,-0.5
C[C@H]1CN([C@@H](C)CO)C(=O)c2cc(C3=CCCCC3)cnc2O[C@H]1CN(C)C(=O)Cc1ccncc1,-4,0.3
COc1ccc(NC(=O)N(C)C[C@@H]2Oc3ccc(NC(=O)Nc4ccc5c(c4)OCO5)cc3CC(=O)N([C@H](C)CO)C[C@H]2C)cc1,nt,-0.3
COCc1cn(CC[C@H]2CC[C@@H](NC(=O)Nc3ccccc3)[C@H](CO)O2)nn1,2,0.2
C[C@H](CO)N1C[C@H](C)[C@H](CN(C)Cc2ccncc2)Oc2cc(C3=CCCCC3)ccc2S1(=O)=O,8,1.7
O=C(C[C@H]1C[C@@H]2c3cc(NS(=O)(=O)c4ccc(F)cc4)ccc3O[C@@H]2[C@@H](CO)O1)NCc1ccccc1,9,-2.5
COc1cc(/C=N/NC(=O)CCCCCCC(=O)Nc2ccccc2O)ccc1O,-4,0.0
C[C@H]1CN([C@@H](C)CO)C(=O)CCCn2nncc2CO[C@H]1CN(C)C(=O)c1ccncc1,-3,nt
C[C@H]1CN([C@@H](C)CO)C(=O)c2cc(NC(=O)C3CCCCC3)ccc2O[C@H]1CN(C)C(=O)Nc1cccc2ccccc12,12,0.0
C[C@H](CO)N1C[C@H](C)[C@@H](CN(C)C(=O)Cc2ccccc2)Oc2ncc(-c3ccccc3)cc2C1=O,17,-0.6
CCCN(C)C[C@H]1Oc2cc(C#Cc3ccccn3)ccc2S(=O)(=O)N([C@@H](C)CO)C[C@H]1C,-15,-0.1
Cc1ccc(S(=O)(=O)N(C)C[C@H]2Oc3ccc(NC(=O)Cc4cn(C)c5ccccc45)cc3C(=O)N([C@@H](C)CO)C[C@@H]2C)cc1,nt,-2.1
C[C@H]1CCCCO[C@@H](CN(C)C(=O)C2CCCCC2)[C@@H](C)CN([C@@H](C)CO)C(=O)c2cc(NC(=O)Nc3ccc(C(F)(F)F)cc3)ccc2O1,nt,3.1
C[C@@H]1CN([C@@H](C)CO)C(=O)c2cccc(NC(=O)c3cnccn3)c2O[C@H]1CN(C)Cc1ccc2c(c1)OCO2,-2,nt
C[C@@H]1CCCCO[C@@H](CN(C)C(=O)CCCN(C)C)[C@@H](C)CN([C@H](C)CO)C(=O)c2cc(NC(=O)Nc3ccc4c(c3)OCO4)ccc2O1,nt,6.2
CO[C@@H]1CN(C)C(=O)c2cc(NC(=O)Nc3ccccc3F)ccc2OC[C@@H](C)NC[C@@H]1C,-4,-0.2
Cc1noc(C)c1S(=O)(=O)Nc1ccc2c(c1)CC(=O)N([C@@H](C)CO)C[C@H](C)[C@@H](CN(C)C)O2,-8,1.1
C[C@@H]1CCCCO[C@H](CN(C)S(=O)(=O)c2ccc(F)cc2)[C@@H](C)CN([C@H](C)CO)C(=O)c2cc(NS(=O)(=O)c3ccc(F)cc3)ccc2O1,nt,11
COc1ccccc1S(=O)(=O)N[C@H]1CC[C@@H](CCNC(=O)C2CCOCC2)O[C@@H]1CO,-4,0.0
CCOC(=O)c1ccc(OC(=O)CCCCCN=C(N)N)cc1,nt,0.4
Cc1ccc(S(=O)(=O)N[C@H]2CC[C@H](CC(=O)NCc3ccncn3)O[C@@H]2CO)cc1,3,-0.2
CO[C@@H](CN(C)C(=O)Nc1ccc(F)cc1)[C@@H](C)CN(Cc1ccccc1Cl)[C@@H](C)CO,10,-0.2
COc1cccc(-c2ccc3c(c2)O[C@@H](CN(C)C(C)=O)[C@@H](C)CN([C@H](C)CO)S3(=O)=O)c1,-1,-20
O=C(/C=C/c1ccc(O)cc1)NCCCCN(CCCN(CCCNC(=O)/C=C/c1ccc(O)cc1)C(=O)/C=C/c1ccc(O)cc1)C(=O)/C=C/c1ccc(O)cc1,nt,0.5
C[C@@H](O)C#Cc1ccc2c(c1)O[C@H](CN(C)C(=O)CC1CC1)[C@@H](C)CN([C@@H](C)CO)S2(=O)=O,-7,2.6
O=C(C[C@H]1C[C@H]2c3cc(NC(=O)CC4CC4)ccc3O[C@H]2[C@@H](CO)O1)NCc1ccccc1,3,1.0
C[C@@H]1CN([C@@H](C)CO)C(=O)CCCn2nncc2CO[C@@H]1CN(C)C,7,2.0
